Screening results (PubChem BioAssay)
GALR2 blocker: blocks the human galanin receptor 2 | O43603 | GALR2-expressing cells, antagonist mode | inhibition, % at 4 µM | 140,000 tested, 0.39% active; in the data active means inhibition above about 27%;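 further: cells stimulated with galanin 1-16 at roughly its EC80; 0% = agonist challenge control and 100% = basal control without agonist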
Target sequence (O43603 whole entry, looked up): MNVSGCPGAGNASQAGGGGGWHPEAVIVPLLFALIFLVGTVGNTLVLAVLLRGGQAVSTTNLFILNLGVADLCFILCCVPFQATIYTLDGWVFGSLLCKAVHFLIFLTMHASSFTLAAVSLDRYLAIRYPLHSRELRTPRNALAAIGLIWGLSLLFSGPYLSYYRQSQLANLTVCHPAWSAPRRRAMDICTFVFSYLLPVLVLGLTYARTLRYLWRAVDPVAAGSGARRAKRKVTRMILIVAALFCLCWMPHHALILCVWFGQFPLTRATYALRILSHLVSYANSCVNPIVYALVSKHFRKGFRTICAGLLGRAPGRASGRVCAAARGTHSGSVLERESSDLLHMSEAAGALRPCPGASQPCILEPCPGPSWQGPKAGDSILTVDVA
BB579 growth dn: chemicals that inhibit yeast BB579 growth in restrictive medium (lifespan-shortening candidates); S. cerevisiae BB579 growth, OD615, 48 h; inhibition, % at 10 µM; 140,000 tested, 0.51% active; AID 804;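 active means inhibition above a set limit, 3 SD over the mean compound inhibition, cut at about 44% in these data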; further: inactives centre near -24
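Test system: Saccharomyces cerevisiae DeaD strain BB579, replicative lifespan model yeast | Buffer or medium: Restrictive CSMM-D medium | Doses: One dose, 10 µM compound with 0.25% DMSO | Incubation: 48 h exposure, 30 °C | Detection: Culture absorbance at 615 nm | Control set: Amphotericin B at 10 µg/mL as positive control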
Yeast life ext: yeast lifespan extension. S. cerevisiae growth with nicotinamide, OD615; deaD strain in restrictive glucose medium. inhibition of the nicotinamide effect, % at 10 µM. AID 775. 130,000 tested, 0.68% active;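 active means inhibition above a set limit, placed 3 SD over the median of all compounds, cut at about 26% in these data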;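 further: 0% = nicotinamide-treated wells and 100% = cells grown without nicotinamide; some compounds called inactive have numbers as strong as hits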
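Measured by: optical density (absorbance) at 615 nm; System: modified budding yeast, DeaD strain; Medium: restrictive CSMM-D dextrose medium; Timing: 4 h preincubation then 48 h treatment at 30 °C.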
Phagocytosis inh: macrophage phagocytosis inhibition; 110,000 tested, 0.07% active; AID 1029; J774A.1 macrophage IgG-bead phagocytosis, imaging; inhibition, % at 5 µM;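 active means inhibition above the mean of the plate negative controls plus 5 SD, cut at about 13% in these data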;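 further: phagocytic index as fraction of beads internalized from green versus red external bead signal; plate controls were DMSO negative control for no effect and cytochalasin-D positive control for full effect; some results beyond the cut were filed as inactive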
MRP-1 activ: MRP-1 activation | viability increase, % at 10 µM | 140,000 tested, 0.61% active | AID 799 | H69AR cells + doxorubicin, viability rescue, CellTiter-Glo;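 active means viability gain under doxorubicin at or above a set limit, the compound median plus 3 SD, cut at about 4.7% in these data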;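 further: MRP-1 overexpressing cells given doxorubicin 25 µM after compound pretreatment; 18-22 h compound pretreatment then 72 h with doxorubicin before readout; 0% = doxorubicin-only wells and 100% = vehicle-treated cells without doxorubicin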
E-sel TNF inh: TNF alpha driven E-selectin expression inhibition. 120,000 tested, 0.71% active. inhibition, % at 2 µM. HUVEC TNFa-induced E-selectin immunofluorescence, high content;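 active means inhibition above the batch mean plus 3 SD, and confirmed as a hit on visual image review, cut at about 43% in these data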;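 further: 0% = TNF-stimulated DMSO wells and 100% = unstimulated control wells; not every result past the cut was called active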
NPY Y2 blocker: blocks the human neuropeptide Y Y2 receptor | P49146 | NPY-Y2 expressing cells, antagonist mode | inhibition, % at 2.7 µM | 140,000 tested, 0.99% active | AID 793; in the data active means inhibition above about 17%;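 further: 0% = vehicle with agonist challenge and 100% = reference antagonist with challenge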
Target sequence (P49146 whole entry, looked up): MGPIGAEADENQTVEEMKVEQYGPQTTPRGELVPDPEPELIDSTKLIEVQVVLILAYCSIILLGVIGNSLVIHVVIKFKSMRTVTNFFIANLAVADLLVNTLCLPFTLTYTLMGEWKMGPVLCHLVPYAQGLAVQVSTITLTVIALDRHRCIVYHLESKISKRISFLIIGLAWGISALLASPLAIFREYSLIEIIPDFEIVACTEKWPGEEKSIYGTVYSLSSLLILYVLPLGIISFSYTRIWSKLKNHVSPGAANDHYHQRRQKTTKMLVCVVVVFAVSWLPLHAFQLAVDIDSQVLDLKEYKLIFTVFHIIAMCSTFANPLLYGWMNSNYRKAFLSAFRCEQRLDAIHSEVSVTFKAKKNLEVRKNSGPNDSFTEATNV
bCat KO growth: beta-catenin-lacking colon tumor cell growth suppression; HCT116 beta-catenin knockout viability, CellTiter-Glo, 60 h; hits give low values; 140,000 tested, 1.5% active; viability, % at 10 µM; AID 818;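 active means viability at or under a set limit, the compound median less 4 SD, cut at about 6% in these data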;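 further: 0% = Hyamine 1622 control at 20 µM and 100% = untreated cell control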
PTEN del growth: suppresses growth of cells with PTEN deletion. HCT116 PTEN-null viability, CellTiter-Glo, 60 h; hits give low values. viability, % at 10 µM. 140,000 tested, 1.2% active;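 active means viability at or below a set limit, 4 SD under the median of all tested compounds, cut at about 3.7% in these data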;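 further: PTEN knockout HCT116 line with beta catenin targeted HCT116 as companion control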
Measles CPE: protection of cells from measles virus; Measles virus-infected cells, CPE protection, absorbance; protection (pct of control), % at 4 µM; 140,000 tested, 1.5% active; in the data active means protection mostly above about 24%, no sharp cut-off; inactive means mostly below about 26%; further: some compounds called inactive have numbers as strong as hits
Starred values were filed as active, the others as inactive; nt = no result given.

SMILES	GALR2 blocker	BB579 growth dn	Yeast life ext	Phagocytosis inh	MRP-1 activ	E-sel TNF inh	NPY Y2 blocker	bCat KO growth	PTEN del growth	Measles CPE
Cc1cccc(CS(=O)(=O)Cc2ccc(C(=O)NCCCN3CCOCC3)o2)c1	-7.6	1.0	-7.3	-1.6	-0.1	nt	0.6	89.7	88.5	4.5
O=C(CCn1c(=O)oc2ccccc21)N1CCN(C(c2ccccc2)c2ccccc2)CC1	2.5	-47.4	8.1	-0.7	2.7	nt	0.5	77.0	81.7	10.2
Cc1cc2c3c(c1)C1(C(=O)N3C(C)(C)CC2C)C(C#N)=C(N)Oc2cc(O)ccc21 (stereo not given)	7.0	-48.8	2.6	-0.9	-2.2	nt	2.4	73.6	71.3	4.0
CC1=C(C(N)=O)C(c2cccs2)n2nc(-c3cccc(Cl)c3)nc2N1 (stereo not given)	3.2	-1.4	-14.2	nt	-5.1	-28.1	-1.2	100.6	85.8	5.6
O=C(NC(Cc1ccccc1)C(=O)O)OCc1ccccc1 (stereo not given)	-0.8	-18.0	-2.3	-1.2	-0.6	7.5	8.3	99.8	88.6	6.5
Cc1nn(-c2ccccc2)c(Cl)c1CN(C(=O)CCl)c1ccc(Cl)cc1	26.1	-16.5	25.2	3.3	-5.3	nt	3.4	0.8*	0.8*	0.2
O=C(NN1C(=O)c2ccccc2NC1c1ccccn1)c1ccc([N+](=O)[O-])cc1 (stereo not given)	5.3	1.9	-2.4	-12.0	-2.4	nt	1.4	99.2	100.5	19.4
CCOC(=O)c1c(C)n(-c2ccc(C)cc2)c2c(CC(C)=O)c(Br)c(OC)c(O)c12	2.8	-15.3	-4.0	-1.8	-2.0	0.3	7.0	98.0	86.8	6.6
Cc1[nH]nc(N2CCCCCC2)c1[N+](=O)[O-]	2.4	-29.1	-28.1	nt	-2.2	8.2	-1.6	99.0	100.2	7.2
CCn1c(Cn2nnc(-c3ccccc3)n2)nnc1SCC(=O)Nc1ccc(N(C)C)cc1	6.2	-18.6	-2.5	-0.3	-1.7	-40.0	-2.4	90.9	87.6	10.2
Cn1c(=O)[nH]c(=O)c2c1nc(CN(Cc1ccccc1)Cc1ccccc1)n2CCN1CCOCC1	-1.9	-41.7	-14.3	nt	-4.0	-3.1	-2.2	85.5	72.0	1.2
CCCCCCN1C=C/C(=C\C=C(C#N)C#N)c2ccccc21	-13.4	-22.2	14.5	-1.2	-3.2	20.1	-2.5	57.1	66.0	6.0
CCCCc1ccc(NC=C2C(=O)OC3(CCCCC3)OC2=O)cc1	-10.4	-46.9	-0.5	-0.5	-2.6	4.1	0.9	83.2	86.6	11.5
O=c1c(CN2CCN(Cc3ccccc3)CC2)coc2ccc(Cl)cc12	-10.7	-11.9	3.6	-0.6	-1.1	-9.3	1.3	91.5	82.2	3.9
O=C(Nc1ccc(F)cc1)C1C(c2ccccc2)C1(Cl)Cl (stereo not given)	6.2	-15.6	-6.5	-5.5	-3.5	nt	-1.9	69.9	65.8	1.9
S=c1[nH]nc(-c2ccc3ccccc3n2)n1-c1cc(Cl)cc(Cl)c1	0.2	-38.0	4.1	nt	0.8	nt	9.7	75.1	70.9	10.4
CN1CCc2c(sc3c2C(=O)NC(c2ccco2)N3)C1 (stereo not given)	-11.2	-20.4	-7.9	0.9	-2.0	-5.5	1.3	92.3	92.5	5.5
Cc1ccc(OCC(=O)N2N=C(c3cccnc3)CC2(O)C(F)(F)F)cc1C (stereo not given)	7.7	-20.4	-2.6	-7.3	-0.1	-13.3	2.9	83.6	72.5	22.0
CCN(CC)c1ccc(/C=N/NC(=O)c2cccc(S(=O)(=O)N3CCOCC3)c2)cc1	16.7	-17.8	1.2	-0.8	-4.3	-11.0	4.8	78.3	76.3	21.7
Cc1cc(C(=O)NCc2ccc3c(c2)OCO3)n(-c2ccccc2)n1	-4.3	5.4	-1.2	-0.8	0.2	-3.5	1.7	92.3	86.7	9.2
O=C(CNS(=O)(=O)c1ccccc1)OCc1cccc([N+](=O)[O-])c1	0.8	4.9	-0.9	-3.6	-1.7	nt	2.0	95.3	95.9	10.6
COc1ccc(NS(=O)(=O)c2ccc(N3CCCC3)c(NC(=S)Nc3cccc(S(=O)(=O)N(C)C)c3)c2)cc1	8.8	2.2	-0.7	-8.9	-4.2	12.7	1.3	85.8	85.1	3.7
O=C(CC(=O)Nc1cccc(Cl)c1)N/N=C\c1ccccc1	-2.6	0.3	-3.8	-3.5	-0.1	nt	1.8	93.5	100.6	7.9
Cc1oc(-c2ccccc2F)nc1CS(=O)(=O)CC(=O)NCc1ccco1	-9.4	-1.3	-5.0	-0.3	-3.3	nt	2.2	86.5	92.3	3.8
CCN(CC)S(=O)(=O)c1ccc2oc(SCc3ccc(F)cc3)nc2c1	5.7	-56.4	0.0	0.7	-0.6	-13.0	5.1	66.0	60.3	1.8
CCc1ccccc1N1C[C@@]23C=C[C@@H](O2)C(C(=O)OCC(C)C)[C@H]3C1=O (stereo not given in full)	-1.1	-32.3	-16.1	-0.6	-2.1	-2.8	-1.5	102.6	95.3	7.1
COc1ccc(-c2nn(CC(=O)Nc3ccc(Cl)c(Cl)c3)c(=O)c3ccccc23)cc1	3.6	-46.5	-15.4	nt	3.2	22.2	7.8	84.4	86.4	19.5
Cc1cccc(CCNC(=O)CN(C)S(=O)(=O)c2cnc[nH]2)c1	-5.5	-46.1	2.4	-3.9	-1.6	-14.2	0.6	86.4	88.4	12.0
COc1ccc(C2CC(c3ccc(C)o3)=NN2C(C)=O)cc1 (stereo not given)	14.9	-3.0	1.9	-2.5	-0.6	nt	-0.9	92.2	97.1	38.0
Cc1c(N=C/C=C/c2ccccc2)c(=O)n(-c2ccccc2)n1C	-0.7	-33.9	-2.8	-0.5	-0.2	-0.2	0.0	76.0	96.4	11.5
CCCn1cnc2sc(CC)cc2c1=O	9.0	-32.3	1.0	-3.4	2.5	-14.9	0.4	89.7	94.1	5.3
CCOC(=O)C1C(=O)CC(C)(O)C(C(=O)OCC)C1c1ccco1 (stereo not given)	5.3	-33.5	-6.3	-2.2	-0.7	-17.4	1.2	96.2	84.5	5.2
CCOc1ccc(C2C(C(=O)c3ccco3)=C(O)C(=O)N2CCN(C)C)cc1 (stereo not given)	2.0	-12.7	-1.4	0.9	0.9	-17.6	3.7	108.3	112.9	7.5
COC(=O)c1[nH]c(C)c(/C(O)=C2\C(=O)C(=O)N(CCN(C)C)C2c2cccc(OC)c2OC)c1C (stereo not given)	4.7	-15.2	-1.2	nt	-3.0	-16.8	0.3	90.3	81.7	19.5
C(=N\c1nc2ccccc2[nH]1)/c1cccs1	1.2	-30.4	1.3	-0.9	-0.5	2.0	-0.2	107.9	99.0	6.9
Cn1c2ccccc2c2cc(C(=O)NNS(=O)(=O)c3ccc(F)cc3)sc21	-0.9	-58.3	-12.6	-0.7	-1.2	9.1	3.1	87.9	100.8	8.9
Cc1nnc(NC2=NCCC2)s1	3.0	3.3	-4.9	-0.5	-0.8	nt	7.1	99.4	87.7	3.4
N/C(=N\OC(=O)CCCc1ccccc1)c1cccnc1	0.3	-39.1	-5.0	-7.8	-1.3	nt	4.0	95.5	97.2	7.9
O=C(NN=C1CCN(Cc2ccccc2)CC1)c1cccc(S(=O)(=O)Nc2ccccc2Cl)c1	3.6	-24.2	2.4	-1.0	-2.7	-4.8	14.3	97.7	101.6	2.1
Cc1noc(C)c1S(=O)(=O)N(CC(=O)N1CCn2c1nc1ccccc12)c1ccc(C(C)C)cc1	9.1	-27.5	-8.4	-0.5	-0.8	nt	0.1	81.7	86.8	15.1
O=C1C=C(Nc2cccc(O)c2)CC(c2ccco2)C1 (stereo not given)	-6.8	-7.3	nt	nt	-3.7	-3.0	0.2	97.9	102.6	5.6
CCCc1cc(C(=O)Nc2sc3c(c2C(=O)OCC)CCCC3)no1	7.0	-33.4	-2.6	-0.5	2.1	nt	-0.2	97.6	109.5	6.9
Cc1cc(NC(=O)C2CCCN2C(=O)Nc2c(C)cccc2C)ccc1-n1cnnn1 (stereo not given)	-2.6	-8.4	nt	nt	-1.9	-6.3	0.2	89.1	97.4	26.5
Cc1c(NC(=O)c2ccccc2NS(=O)(=O)c2ccc(Br)cc2)c(=O)n(-c2ccccc2)n1C	-1.9	-29.7	-1.9	-0.2	5.3*	8.4	1.8	90.0	93.1	5.5
CCOC(=O)c1cc2c(C)n(-c3ccc(C)cc3)c(C)c2ccc1=O	6.8	-10.6	5.8	1.8	-2.3	-15.7	3.9	54.0	45.5	7.8
Cc1ccccc1-c1nc(CN2CCC(C(=O)NCCC3=CCCCC3)CC2)c(C)o1	3.5	-69.7	-15.6	-2.5	-3.0	-8.9	12.6	2.4*	2.4*	nt
CCCC1CCC(=C(C#N)C(N)=O)CC1 (stereo not given)	-4.8	-1.9	3.9	-5.8	-2.1	25.7	-0.7	106.1	102.3	5.0
Cc1ccc(NCc2cccnc2)c(Br)c1	-1.0	-20.6	-0.9	-4.5	-2.0	-6.9	2.5	102.4	93.1	18.4
OC(CN1CCN(c2ccccn2)CC1)Cn1c2ccccc2c2ccccc21 (stereo not given)	-4.4	-64.1	-15.6	-1.3	-1.9	-4.2	4.4	51.1	50.1	nt
CCC(=O)c1ccc(O)c(CC=C(C)C)c1	-3.7	-20.4	-15.7	nt	-3.6	-6.2	0.9	113.9	92.7	0.1
(cont.)
SMILES	GALR2 blocker	BB579 growth dn	Yeast life ext	Phagocytosis inh	MRP-1 activ	E-sel TNF inh	NPY Y2 blocker	bCat KO growth	PTEN del growth	Measles CPE
CCOc1ccccc1C1C(C#N)=C(N)Oc2n[nH]c(CC)c21 (stereo not given)	-10.1	-40.2	29.7	-2.9	-4.2	nt	-1.8	80.3	88.5	7.7
COc1ccccc1-c1nc2ccccc2nc1-c1ccccc1OC	-13.6	-22.2	3.6	-8.3	-1.2	nt	4.3	84.0	77.3	12.0
CN1CCN(C(=O)c2ccc3c(c2)N(Cc2ccc(Cl)cc2)C(=O)c2ccccc2S3=O)CC1 (stereo not given)	2.0	26.2	-9.8	-0.3	-3.1	-15.0	-0.3	80.0	95.3	5.0
O=C(c1ccc(C#CC2(O)CCCCC2)cc1)N1CCN(Cc2ccccc2)CC1	-0.5	-30.7	-1.7	2.1	-3.7	-26.6	-0.5	87.7	91.1	6.4
O=C(CSc1nc2ccccc2s1)NCc1ccc2c(c1)OCO2	12.2	-22.2	6.2	-5.2	-1.0	nt	10.0	94.6	94.6	16.0
Cc1ccsc1C=Nc1ccc(O)cc1	-4.4	-9.7	-2.5	-2.3	1.7	18.6	1.8	79.6	72.9	7.2

An excerpt from above in order of their number in Measles CPE, ascending:
compound	GALR2 blocker	BB579 growth dn	Yeast life ext	Phagocytosis inh	E-sel TNF inh	NPY Y2 blocker	Measles CPE
Cc1ccsc1C=Nc1ccc(O)cc1	-4.4	-9.7	-2.5	-2.3	18.6	1.8	7.2
CCOc1ccccc1C1C(C#N)=C(N)Oc2n[nH]c(CC)c21 (stereo not given)	-10.1	-40.2	29.7	-2.9	nt	-1.8	7.7
O=C(CSc1nc2ccccc2s1)NCc1ccc2c(c1)OCO2	12.2	-22.2	6.2	-5.2	nt	10.0	16.0

Outcome played no part in choosing rows; overall some 6.3% were active at least once.
